Screens as filed in PubChem BioAssay.
RPL19A TOR yeast: alters RPL19A-GFP fluorescence in TOR pathway yeast screen; S. cerevisiae RPL19A-GFP strain, flow cytometry, 3 h; active compounds read low; percent response vs DMSO, % at 10 µM; 330,000 compounds, 0.3% hits; AID 2025;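 active means percent response vs DMSO below 50%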;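 further: median channel GFP fluorescence of the barcoded RPL19A-GFP strain; ratio of sample median GFP to plate DMSO average so 100% = DMSO; lower means less RPL19A-GFP as with rapamycin TOR inhibition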
AHR activator: activators of human aryl hydrocarbon receptor; P35869; 320,000 compounds, 2.5% hits; AHR-responsive luciferase reporter cells, luminescence; activation, % at 5 µM; AID 2796; in the data active means activation above about 47%;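 further: 0% = vehicle wells and 100% = reference agonist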
CIT2-GFP yeast: alters CIT2-GFP fluorescence in TOR pathway yeast screen; S. cerevisiae CIT2-GFP strain, flow cytometry, 3 h; 100 means same as DMSO wells; GFP response vs DMSO, % at 10 µM; 320,000 compounds, 0.065% hits;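 active means GFP response relative to DMSO above a set limit, near the screen mean plus 3 SD, cut at about 150% in these data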;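 further: ratio of well median GFP fluorescence to mean of DMSO wells on the plate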
AGP1 TOR yeast: alters AGP1-GFP fluorescence in TOR pathway yeast screen; 320,000 compounds, 0.02% hits; S. cerevisiae AGP1-GFP multiplex flow cytometry, 3 h; GFP as percent of DMSO wells; AID 2066; GFP response vs DMSO, % at 10 µM;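 active means GFP response relative to DMSO above a set limit, near screen average plus 3 SD, cut at about 150% in these data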;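 further: median GFP channel fluorescence of the gated AGP1 strain per well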
LAP4-GFP MLPCN: modulators of TOR pathway LAP4-GFP in S. cerevisiae. S. cerevisiae LAP4-GFP multiplex, flow cytometry GFP, 3 h; median GFP as percent of DMSO wells. GFP response vs DMSO, % at 10 µM. 320,000 compounds, 0.34% hits. AID 2023;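 active means GFP response vs DMSO above a set limit, about the screen mean plus 3 SD, cut at about 150% in these data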
procasp3 activ: activates human procaspase-3; P42574; recombinant procaspase-3 D3A, Ac-DEVD-pNA absorbance 405 nm; activation, % at 8.5 µM; 330,000 compounds, 0.11% hits;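 active means activation above the mean of all tested compounds plus 3 SD, cut at about 21% in these data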;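 further: 0% = DMSO alone and 100% = DMSO wells spiked with extra 5 µM PC-3 D3A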
Target sequence (P42574 whole entry D9A/D28A/D175A): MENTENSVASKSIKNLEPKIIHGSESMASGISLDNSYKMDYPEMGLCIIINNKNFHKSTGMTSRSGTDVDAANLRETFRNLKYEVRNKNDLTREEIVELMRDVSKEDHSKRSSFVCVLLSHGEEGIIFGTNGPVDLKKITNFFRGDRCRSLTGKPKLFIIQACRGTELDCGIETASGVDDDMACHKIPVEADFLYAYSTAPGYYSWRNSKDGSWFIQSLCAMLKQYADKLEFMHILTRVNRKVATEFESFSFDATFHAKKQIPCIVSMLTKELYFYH
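Test system: Procaspase-3 D3A mutant, all three cleavage aspartates alanine | Dosing: Single dose, 8.5 µM nominal compound, 0.8% DMSO | Schedule: 1 h preincubation, 2 h reaction | Technique: 405 nm absorbance of p-nitroaniline, reads at 0 and 120 min | Repeats: One well per compound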
MEP2-GFP yeast: yeast TOR pathway MEP2-GFP modulation. S. cerevisiae MEP2-GFP strain, flow cytometry GFP, 3 h; 100% = DMSO control level. GFP response vs DMSO, % at 10 µM. 330,000 compounds, 0.51% hits. AID 2016;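 active means GFP response versus DMSO above a set limit, roughly screen mean plus 3 SD, cut at about 180% in these data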;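 further: median GFP fluorescence of the barcode-gated MEP2-GFP cells per well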
procasp7 counter: activates human procaspase-7, counter-screen for procaspase-3 activators; 330,000 compounds, 0.093% hits; recombinant procaspase-7, Ac-DEVD-pNA absorbance 405 nm; D23A/D198A/D206A triple mutant, cannot self-cleave; scale: DMSO 0, 5 µM enzyme 100; activation, % at 8.5 µM; P55210;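 active means percent activation above the screen-wide mean plus 3 SD, cut at about 25% in these data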
Target sequence (P55210 whole entry D23A/D198A/D206A): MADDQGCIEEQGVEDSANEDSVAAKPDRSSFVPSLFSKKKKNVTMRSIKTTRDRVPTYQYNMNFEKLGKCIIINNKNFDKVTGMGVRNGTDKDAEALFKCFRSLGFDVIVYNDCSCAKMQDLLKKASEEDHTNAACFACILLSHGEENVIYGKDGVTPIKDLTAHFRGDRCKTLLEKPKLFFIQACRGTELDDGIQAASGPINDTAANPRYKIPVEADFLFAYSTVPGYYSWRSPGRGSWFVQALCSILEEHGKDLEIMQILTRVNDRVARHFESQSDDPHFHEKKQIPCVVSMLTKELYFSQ
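System: Procaspase-7 triple mutant (PC-7 D3A); measure: % activation from two-timepoint absorbance difference, scaled to controls; times: 1 h compound preincubation, 2 h substrate cleavage, 25 °C; also added: Ac-DEVD-pNA substrate, 400 µM as added; measured by: Epi-absorbance of released pNA at 405 nm, two timepoints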
* marks the source's active call; other numbers are inactive results.

Screening COC(=O)C1CCN(C2CC(=O)N(c3cc(C)cc(C)c3)C2=O)CC1 (configuration not stated) returned RPL19A TOR yeast 103, AHR activator 0, CIT2-GFP yeast 103, AGP1 TOR yeast 100, LAP4-GFP MLPCN 95, procasp3 activ -15, MEP2-GFP yeast 106 and procasp7 counter -13.
COc1ccc([N+](=O)[O-])c(OC)c1C(=O)NC(=O)Nc1c(C)cccc1C was read as RPL19A TOR yeast 102, AHR activator 9, CIT2-GFP yeast 97, AGP1 TOR yeast 95, LAP4-GFP MLPCN 96, procasp3 activ -3, MEP2-GFP yeast 99 and procasp7 counter -4.
Screening CCOC(=O)N1CCN(c2c(NCc3ccc(F)cc3)c(=O)c2=O)CC1 returned RPL19A TOR yeast 108, AHR activator 5, CIT2-GFP yeast 99, AGP1 TOR yeast 102, LAP4-GFP MLPCN 94, procasp3 activ 6, MEP2-GFP yeast 107 and procasp7 counter 0.
Cc1ccc2cc(C3CC(c4ccco4)=NN3C(=O)CCC(=O)O)c(Cl)nc2c1 (configuration not stated) was read as RPL19A TOR yeast 106, AHR activator 2, CIT2-GFP yeast 104, AGP1 TOR yeast 107, LAP4-GFP MLPCN 103, procasp3 activ 0, MEP2-GFP yeast 106 and procasp7 counter -4.
Cc1ccc(S(=O)(=O)CNC(=S)c2cccc(Cl)c2)cc1 was read as RPL19A TOR yeast 105, AHR activator 2, CIT2-GFP yeast 101, AGP1 TOR yeast 90, LAP4-GFP MLPCN 83, procasp3 activ -21, MEP2-GFP yeast 102 and procasp7 counter -31.
COc1ccc(NS(=O)(=O)c2c(C)n(C)c(=O)n(C)c2=O)cc1 was read as RPL19A TOR yeast 98, AHR activator -2, CIT2-GFP yeast 94, AGP1 TOR yeast 101, LAP4-GFP MLPCN 104, procasp3 activ 6, MEP2-GFP yeast 100 and procasp7 counter -2.
Screening CC(/C=N/Nc1ncc(C)c(=O)[nH]1)=C\c1ccccc1 returned RPL19A TOR yeast 104, AHR activator 61*, CIT2-GFP yeast 102, AGP1 TOR yeast 103, LAP4-GFP MLPCN 102, procasp3 activ -3, MEP2-GFP yeast 106 and procasp7 counter 3.
`O=C(Nc1ccccc1)C1CC(=O)N(C2CCCCC2)C1` (configuration not stated) gave RPL19A TOR yeast 105, AHR activator 2, CIT2-GFP yeast 106, AGP1 TOR yeast 111, LAP4-GFP MLPCN 107, procasp3 activ -2, MEP2-GFP yeast 115 and procasp7 counter 8.
Cc1cc(C)c(S(=O)(=O)N(CC(=O)O)C2CCCCC2)c(C)c1 was read as RPL19A TOR yeast 113, AHR activator -5, CIT2-GFP yeast 101, AGP1 TOR yeast 105, LAP4-GFP MLPCN 111, procasp3 activ -6, MEP2-GFP yeast 103 and procasp7 counter 12.
Screening CCOc1ccc(N(C(C)C(=O)Nc2cccnc2)S(C)(=O)=O)cc1 (configuration not stated) returned RPL19A TOR yeast 103, AHR activator 4, CIT2-GFP yeast 118, AGP1 TOR yeast 122, LAP4-GFP MLPCN 117, procasp3 activ -6, MEP2-GFP yeast 110 and procasp7 counter 10.
Screening Cc1cccc(C)c1NC(=O)N1C(C(=O)O)CSC1C(=O)O (configuration not stated) returned RPL19A TOR yeast 97, AHR activator 3, CIT2-GFP yeast 97, AGP1 TOR yeast 102, LAP4-GFP MLPCN 93, procasp3 activ 0, MEP2-GFP yeast 103 and procasp7 counter -2.
CN(C)c1ccc(/C=C2/C=C(c3ccc4c(c3)CCCC4)OC2=O)cc1 was read as RPL19A TOR yeast 98, AHR activator 7, CIT2-GFP yeast 109, AGP1 TOR yeast 108, LAP4-GFP MLPCN 108, procasp3 activ 3, MEP2-GFP yeast 102 and procasp7 counter -7.
Screening CC(=O)c1ccc(Nc2cc(C)nc3ccccc23)cc1 returned RPL19A TOR yeast 98, AHR activator 6, CIT2-GFP yeast 101, AGP1 TOR yeast 100, LAP4-GFP MLPCN 99, procasp3 activ 0, MEP2-GFP yeast 98 and procasp7 counter 1.
Screening CC(C)CCNC(=O)c1nnc(Cc2ccc(Cl)cc2)o1 returned RPL19A TOR yeast 94, AHR activator 0, CIT2-GFP yeast 98, AGP1 TOR yeast 99, LAP4-GFP MLPCN 91, procasp3 activ 11, MEP2-GFP yeast 99 and procasp7 counter 0.
Screening COc1ccc(-c2nc(CS(=O)(=O)CC(=O)NC3CCCCC3C)c(C)o2)cc1 (configuration not stated) returned RPL19A TOR yeast 96, AHR activator 0, CIT2-GFP yeast 99, AGP1 TOR yeast 88, LAP4-GFP MLPCN 86, procasp3 activ 3, MEP2-GFP yeast 92 and procasp7 counter 10.
Cc1ccccc1NC(=S)N(Cc1ccco1)C(C)c1cccs1 (configuration not stated) was read as RPL19A TOR yeast 102, AHR activator 0, CIT2-GFP yeast 103, AGP1 TOR yeast 104, LAP4-GFP MLPCN 102, procasp3 activ 5, MEP2-GFP yeast 97 and procasp7 counter 4.
Cc1cc(NC(=O)CSc2nc3c(c(-c4cccnc4)c2C#N)CCC3)no1 was read as RPL19A TOR yeast 101, AHR activator 1, CIT2-GFP yeast 106, AGP1 TOR yeast 99, LAP4-GFP MLPCN 103, procasp3 activ 9, MEP2-GFP yeast 102 and procasp7 counter 11.
For Cc1ccc(S(=O)(=O)c2nc(-c3cccs3)oc2SCC(N)=O)cc1 the results were RPL19A TOR yeast 98, AHR activator 22, CIT2-GFP yeast 97, AGP1 TOR yeast 106, LAP4-GFP MLPCN 108, procasp3 activ 0, MEP2-GFP yeast 104 and procasp7 counter -5.
For COC(=O)c1ccc(NC(=O)CN2CCC(NC(=O)c3ccco3)CC2)cc1 the results were RPL19A TOR yeast 105, AHR activator -2, CIT2-GFP yeast 103, AGP1 TOR yeast 103, LAP4-GFP MLPCN 92, procasp3 activ 4, MEP2-GFP yeast 103 and procasp7 counter -6.
Screening CCCCCCOc1ccc(OC(=O)c2ccncc2)cc1 returned RPL19A TOR yeast 98, AHR activator 4, CIT2-GFP yeast 93, AGP1 TOR yeast 95, LAP4-GFP MLPCN 97, procasp3 activ -4, MEP2-GFP yeast 100 and procasp7 counter 6.
`O=C(NCCN1C(=O)C2C3C=CC(C3)C2C1=O)Nc1ccccc1` (configuration not stated) gave RPL19A TOR yeast 103, AHR activator -2, CIT2-GFP yeast 108, AGP1 TOR yeast 106, LAP4-GFP MLPCN 101, procasp3 activ -1, MEP2-GFP yeast 107 and procasp7 counter 7.
Cc1ccc(NC(=O)c2c([N+](=O)[O-])cnn2C)cc1C was read as RPL19A TOR yeast 106, AHR activator 14, CIT2-GFP yeast 113, AGP1 TOR yeast 105, LAP4-GFP MLPCN 94, procasp3 activ -5, MEP2-GFP yeast 116 and procasp7 counter 9.
Screening O=C(COC(=O)c1ccc(S(=O)(=O)N2CCCC2)cc1)Nc1ccccc1 returned RPL19A TOR yeast 97, AHR activator 0, CIT2-GFP yeast 103, AGP1 TOR yeast 99, LAP4-GFP MLPCN 100, procasp3 activ 0, MEP2-GFP yeast 92 and procasp7 counter -6.
CCN(C(=O)C1CCCO1)c1ccccc1 (configuration not stated) was read as RPL19A TOR yeast 102, AHR activator -1, CIT2-GFP yeast 115, AGP1 TOR yeast 101, LAP4-GFP MLPCN 84, procasp3 activ -4, MEP2-GFP yeast 97 and procasp7 counter -7.
`C=CCSc1nnnn1-c1ccc(OC)cc1` gave RPL19A TOR yeast 101, AHR activator 1, CIT2-GFP yeast 99, AGP1 TOR yeast 100, LAP4-GFP MLPCN 96, procasp3 activ -10, MEP2-GFP yeast 105 and procasp7 counter -1.
`CC(=O)N1c2ccccc2C(C)(C)C2CCC(C)CC21` (configuration not stated) gave RPL19A TOR yeast 98, AHR activator 0, CIT2-GFP yeast 97, AGP1 TOR yeast 96, LAP4-GFP MLPCN 101, procasp3 activ 10, MEP2-GFP yeast 99 and procasp7 counter -1.
For Cc1cc(C)cc(NC(=O)Cn2nnc(C(=O)NCCc3ccccc3)c2N)c1 the results were RPL19A TOR yeast 98, AHR activator 8, CIT2-GFP yeast 102, AGP1 TOR yeast 100, LAP4-GFP MLPCN 89, procasp3 activ 6, MEP2-GFP yeast 99 and procasp7 counter 0.
For O=C1NC(c2ccccc2)=NC1(Nc1ccccn1)C(F)(F)F (configuration not stated) the results were RPL19A TOR yeast 101, AHR activator 11, CIT2-GFP yeast 101, AGP1 TOR yeast 103, LAP4-GFP MLPCN 95, procasp3 activ -5, MEP2-GFP yeast 100 and procasp7 counter 1.
For COc1ccccc1NC(=O)C1CCCCN1S(=O)(=O)c1ccc(F)cc1 (configuration not stated) the results were RPL19A TOR yeast 95, AHR activator 6, CIT2-GFP yeast 88, AGP1 TOR yeast 91, LAP4-GFP MLPCN 93, procasp3 activ -4, MEP2-GFP yeast 89 and procasp7 counter -5.
`O=C(OCc1ccc(Br)cc1)c1cccc(S(=O)(=O)N2CCCC2)c1` gave RPL19A TOR yeast 96, AHR activator -2, CIT2-GFP yeast 93, AGP1 TOR yeast 102, LAP4-GFP MLPCN 91, procasp3 activ 8, MEP2-GFP yeast 93 and procasp7 counter 16.
Screening COC(=O)c1cn(NC(=O)c2cc(OC)cc(OC)c2)c(=O)c2ccccc12 returned RPL19A TOR yeast 101, AHR activator 3, CIT2-GFP yeast 96, AGP1 TOR yeast 103, LAP4-GFP MLPCN 103, procasp3 activ 3, MEP2-GFP yeast 102 and procasp7 counter -9.
Cc1c(F)cccc1NS(=O)(=O)c1ccc2c(c1)NC(=O)CO2 was read as RPL19A TOR yeast 96, AHR activator -1, CIT2-GFP yeast 98, AGP1 TOR yeast 104, LAP4-GFP MLPCN 111, procasp3 activ 6, MEP2-GFP yeast 102 and procasp7 counter 9.
Cn1ccnc1SCC(=O)n1c2c(c3ccccc31)CCCC2 was read as RPL19A TOR yeast 97, AHR activator 72*, CIT2-GFP yeast 95, AGP1 TOR yeast 99, LAP4-GFP MLPCN 89, procasp3 activ -2, MEP2-GFP yeast 103 and procasp7 counter 2.
